Lung fibro prol = blocks proliferation of human lung fibroblasts. viability, % at 10 µM. LL 47 human lung fibroblast viability, ATP luminescence; stronger effect = lower value. actives 1.1% (n = 85,000);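 active = viability at or below 50% in the single dose screen; inactive = viability above 50%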;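 also: compound exposure lasted 72 h before the ATP readout; 100% = median luminescence of untreated cell-only wells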
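Material: human lung fibroblast line LL 47, low passage; Evaluation: viability percentage against median untreated-cell control; Buffer or medium: 15% FBS in IMEM; Incubation: 72 h compound exposure at 37 °C after overnight plating; Dosing: 0.1% DMSO in all compound wells; Measured by: CellTiter-Glo luminescence.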
S1P2 antag = S1P2 (human) receptor antagonism; O95136; cell-based S1P2 antagonist assay, inhibition at 5 uM; inhibition, % at 5 µM; actives 0.21% (n = 97,000); AID 736; in the data active = inhibition above about 45%;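 also: CRE beta-lactamase reporter cells expressing human S1P2 stimulated with S1P; 0% = agonist at EC80 alone and 100% = agonist plus reference antagonist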
Target sequence (O95136 whole entry, looked up): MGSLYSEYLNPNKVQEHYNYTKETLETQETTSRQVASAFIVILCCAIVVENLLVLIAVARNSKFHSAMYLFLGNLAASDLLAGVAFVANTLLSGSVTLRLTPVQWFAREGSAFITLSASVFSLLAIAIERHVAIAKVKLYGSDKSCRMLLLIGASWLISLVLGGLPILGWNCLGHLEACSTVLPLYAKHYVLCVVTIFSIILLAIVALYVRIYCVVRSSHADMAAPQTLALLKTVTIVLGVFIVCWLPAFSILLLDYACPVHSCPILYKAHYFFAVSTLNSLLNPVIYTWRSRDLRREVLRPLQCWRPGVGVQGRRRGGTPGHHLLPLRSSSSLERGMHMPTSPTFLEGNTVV
PostGolgi yeast = growth inhibition of a yeast mutant, post-Golgi transport screen | actives 0.9% (n = 98,000) | post-Golgi transport phenotypic cell assay | inhibition, % at 10 µM;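 also: yeast cells grown in 1536-well plates; yeast grown about 18 h at 30C before absorbance read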
HUVEC inhibit = inhibitors of human endothelial cell proliferation | HUVEC proliferation, CellTiter-Glo luminescence, 72 h; stronger effect = lower value | viability, % at 10 µM (by protocol) | actives 1.1% (n = 86,000) | AID 648;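 active = viability at or below 30%; inactive = viability above 30%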;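 also: 100% = median luminescence of DMSO-only cell control wells on each plate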
PostGolgi ctrl = inhibits growth of the yeast control strain | efflux-deficient yeast background strain, growth absorbance A615, 16 h | inhibition, % at 10 µM | actives 5% (n = 98,000) | AID 738
DAT uptake mod = human DAT dopamine uptake with cocaine, either direction | B-score at 10 µM | actives 1.3% (n = 110,000) | LLC-PK1 hDAT cells, [14C]-dopamine uptake with cocaine IC80; actives deviate in either direction | Q01959;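 active = Z score or B-score, a plate-position-corrected score, falls beyond the plate's 99.7% confidence bounds, in either direction; inactive = both scores lie inside the 99.7% bounds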;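 also: scored against the spread of the other compound wells on the same plate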
Target sequence (Q01959 whole entry, looked up): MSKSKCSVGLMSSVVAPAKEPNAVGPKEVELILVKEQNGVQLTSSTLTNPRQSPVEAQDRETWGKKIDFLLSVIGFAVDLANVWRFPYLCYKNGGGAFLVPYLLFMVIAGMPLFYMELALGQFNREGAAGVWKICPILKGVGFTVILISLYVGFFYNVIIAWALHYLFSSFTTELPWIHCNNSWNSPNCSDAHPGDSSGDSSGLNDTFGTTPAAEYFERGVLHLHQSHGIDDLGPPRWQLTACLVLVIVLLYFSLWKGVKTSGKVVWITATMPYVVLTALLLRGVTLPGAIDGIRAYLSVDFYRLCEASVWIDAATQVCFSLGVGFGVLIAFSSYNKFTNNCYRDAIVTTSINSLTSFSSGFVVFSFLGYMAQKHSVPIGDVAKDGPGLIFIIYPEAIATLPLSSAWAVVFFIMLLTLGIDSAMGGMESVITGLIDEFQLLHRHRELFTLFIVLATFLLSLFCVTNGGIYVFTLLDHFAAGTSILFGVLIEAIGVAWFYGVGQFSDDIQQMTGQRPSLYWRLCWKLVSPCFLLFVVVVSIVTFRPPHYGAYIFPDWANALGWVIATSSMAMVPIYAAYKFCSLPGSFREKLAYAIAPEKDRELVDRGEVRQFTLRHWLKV
S1P2 agonist = S1P2 (human) receptor agonism. actives 0.46% (n = 97,000). S1P2-expressing cell line, agonist reporter read-out. AID 729. activation, % at 4.5 µM. O95136; in the data active = activation above about 16%;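 also: 0% = vehicle low control and 100% = maximal reference agonist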
Ecoli WT expand = blocks growth of wild type E. coli BW25113. growth inhibition, % at 100 µM. OD600 absorbance. actives 0.15% (n = 98,000);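 active = growth inhibition above about 50% at one test dose, limit read from the data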;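 also: growth measured after 20 h incubation at 37 °C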
H69AR growth 86K = growth inhibitors of human H69AR lung tumor cells; H69AR lung tumor viability, ATP luminescence, 72 h; stronger effect = lower value; viability, % at 10 µM; actives 6% (n = 85,000);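 active = viability at or below 40%; inactive = viability above 40%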;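 also: multidrug resistant small cell line overexpressing MRP-1 efflux transporter; 100% = mean luminescence of untreated control wells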
Numbers without * were called inactive; · = not tested or not shown. Rule as the data show it, unless noted: active = inhibition above about 30%; inactive = the rest. Rows were taken by chance (roughly 11% active in at least one column).

canonical_smiles	Lung fibro prol	S1P2 antag	PostGolgi yeast	HUVEC inhibit	PostGolgi ctrl	DAT uptake mod	S1P2 agonist	Ecoli WT expand	H69AR growth 86K
COC(=O)c1ccc(CN(c2ccc(C)cc2)S(=O)(=O)c2ccc3c(c2)OCCO3)o1	101	19	-7	94	21	0.032	-4	-27	88
CCCN1C=CC(=C2C(=O)c3ccccc3C2=O)C=C1	82	·	-17	49	-3	1.3	·	7	63
O=C(CSc1nc2ccccc2o1)N1CCN(c2ccc(Cl)cc2)CC1	104	12	-10	87	17	0.16	-3	5	95
Cc1cccc(-c2noc(CN(C(=O)C34CC5CC(CC(C5)C3)C4)C(C)C)n2)c1	88	-1	-4	85	17	-0.068	-6	-3	76
CCC(C(=O)Nc1nnc(-c2ccco2)s1)c1ccccc1 (configuration not stated)	101	9	2	69	-6	-0.14	-8	0	87
COC(=O)/C(C#N)=C1/C=Cc2ccccc2N1C	101	-6	·	93	·	-1.3	-7	·	99
FC(F)Sc1ccc(NC(=S)NC2CCC(NC(=S)Nc3ccc(SC(F)F)cc3)CC2)cc1 (configuration not stated)	·	5	-10	·	8	-0.23	-9	-8	·
Cc1cccc(-n2c(SCC(=O)N3CCCC3)nc3n[nH]c(C)c3c2=N)c1	97	20	·	97	·	1.4	-8	·	72
Cc1cccc(-n2ncc3c(NCCN4CCOCC4)ncnc32)c1	94	11	-5	88	4	0.19	-5	-3	80
CN(O)/C=c1/ccc2c(n1)C(=O)C=CC=2	110	·	4	95	24	0.1	·	48	37*
CCCCn1c(=NC(=O)c2ccco2)c(C(=O)OCC)cc2c(=O)n3ccccc3nc21	98	-9	4	89	6	0.85	6	-5	41
NS(=O)(=O)c1ccc(Nc2nc(-c3ccc4ccccc4c3)cs2)cc1	79	10	-3	86	42*	-0.08	-6	-5	32*

3 entries from above, field by field:
Cc1cccc(-n2ncc3c(NCCN4CCOCC4)ncnc32)c1
  Lung fibro prol: 94; S1P2 antag: 11; PostGolgi yeast: -5; HUVEC inhibit: 88; PostGolgi ctrl: 4; DAT uptake mod: 0.19; S1P2 agonist: -5; Ecoli WT expand: -3; H69AR growth 86K: 80

CN(O)/C=c1/ccc2c(n1)C(=O)C=CC=2
  Lung fibro prol: 110; S1P2 antag: ·; PostGolgi yeast: 4; HUVEC inhibit: 95; PostGolgi ctrl: 24; DAT uptake mod: 0.1; S1P2 agonist: ·; Ecoli WT expand: 48; H69AR growth 86K: 37*

CCCCn1c(=NC(=O)c2ccco2)c(C(=O)OCC)cc2c(=O)n3ccccc3nc21
  Lung fibro prol: 98; S1P2 antag: -9; PostGolgi yeast: 4; HUVEC inhibit: 89; PostGolgi ctrl: 6; DAT uptake mod: 0.85; S1P2 agonist: 6; Ecoli WT expand: -5; H69AR growth 86K: 41

(continued)
canonical_smiles	Lung fibro prol	S1P2 antag	PostGolgi yeast	HUVEC inhibit	PostGolgi ctrl	DAT uptake mod	S1P2 agonist	Ecoli WT expand	H69AR growth 86K
CC(C)Nc1nc(NC(C)C)nc(N(C#N)CCOc2ccc(Cl)cc2Cl)n1	84	-5	·	87	·	-0.91	-7	·	28*
Cc1cc(C)nc(N2CCCC(C(=O)NC(C)CCc3ccco3)C2)n1 (configuration not stated)	95	1	2	87	7	1.3	-4	0	101
N#Cc1nc(COc2ccc(F)cc2)oc1NCCN1CCOCC1	107	2	15	103	8	-1.4	0	6	109
CNc1ccc(Br)cc(C(=O)/C=C/c2cc(OC)ccc2OC)c1=O	90	15	·	80	·	0.93	-4	·	0.6*
CCN(C(=O)COc1ncnc2ccc(Br)cc12)C1CCS(=O)(=O)C1 (configuration not stated)	105	6	1	104	7	0.57	-6	0	100
Cc1ccc(CN(C#N)c2nc(C)cc(C)n2)cc1	97	6	-1	93	9	-0.0035	-5	12	100
COc1ccc(C(=O)N[C@H]2COC(C)(C)O[C@H]2c2ccccc2)cc1	104	7	8	100	2	0.69	-2	1	102
Cc1cccc(N2C(=S)N=C(Nc3c(C)cccc3C)C23CCOC(C)(C)C3)c1 (configuration not stated)	90	10	-7	102	6	0.19	-7	-16	68
c1cc(CSc2nnc(-c3ccc4c(c3)OCO4)o2)ccn1	100	-2	-2	123	9	-0.18	-7	9	95
O=C(NC1CCCCC1)C(c1ccc(F)cc1)N(C(=O)Cc1ccsc1)c1ccc(F)cc1 (configuration not stated)	·	20	3	·	4	0.68	-3	-11	·
CC(C)C(=O)c1cn(CC(=O)NCC2CCCO2)c2ccccc12 (configuration not stated)	110	22	0	110	7	-0.16	-8	-1	93
CC(=O)c1cn(CC(=O)Nc2ccc(C)cc2)c2ccccc12	·	-7	-1	·	12	0.42	-3	-21	·
CCc1nc2oc3cc(OC)ccc3c(=O)c2c(=O)n1Cc1ccccc1	104	5	2	100	13	0.85	-2	2	71
Cc1ccc(C23CC4CC(CC(C(=O)N5CCOCC5)(C4)C2)C3)cc1	104	7	-2	110	22	0.27	-3	0	98
O=C(Nc1ccccc1N1CCCC1)c1ccc(Br)o1	92	-20	-8	102	7	0.013	-3	0	87
C#CC[N+](C)(C)C(C#Cc1ccccc1)CC=C (configuration not stated)	·	-2	-1	·	5	-0.52	0	0	·
O=C(CSc1nc(Nc2ccccc2)nc(N2CCOCC2)n1)N1CCCC1	89	-35	17	73	8	0.64	-3	-6	61
Clc1cccc(CSc2nc3ccncc3[nH]2)c1	94	1	-9	106	13	0.043	-1	13	92
CC(=NCCN1CCN(C(=S)Nc2ccccc2)CC1)C1=C(O)CC(C)(C)CC1=O	·	18	5	·	4	0.57	-2	1	·
NS(=O)(=O)c1ccc(CCNC(=O)c2cncc(Br)c2)cc1	105	4	7	93	9	0.93	-8	5	94
N#Cc1nc(-c2ccccc2Cl)oc1NCC1CCCO1 (configuration not stated)	89	8	-5	84	5	0.51	-2	0	81
COc1cccc(-c2nc(CS(=O)(=O)CC(=O)Nc3c(C)cccc3C)c(C)o2)c1	92	·	-9	79	0	0.066	·	-2	14*
CC(=O)[C@H]1[C@H](C#N)C[C@H]2[C@@H]3CC=C4C[C@@H](O)CC[C@]4(C)[C@H]3CC[C@@]21C	97	·	·	96	·	-0.011	·	·	78
O=S(=O)(/N=C(\c1ccccc1)N1CCOCC1)c1cccs1	96	0	0	97	9	-0.011	-4	-3	90

Individual results from the entries so far.
Result of C#CC[N+](C)(C)C(C#Cc1ccccc1)CC=C (configuration not stated) under S1P2 agonist: 0
Result of O=C(CSc1nc(Nc2ccccc2)nc(N2CCOCC2)n1)N1CCCC1 under PostGolgi ctrl: 8
Result of CCc1nc2oc3cc(OC)ccc3c(=O)c2c(=O)n1Cc1ccccc1 under S1P2 antag: 5

Other records
canonical_smiles	Lung fibro prol	S1P2 antag	PostGolgi yeast	HUVEC inhibit	PostGolgi ctrl	DAT uptake mod	S1P2 agonist	Ecoli WT expand	H69AR growth 86K
O=c1cc[nH]c2c(C(F)(F)F)cccc12	100	13	-4	98	-3	-0.13	-1	8	92
CC(C)(C)NC(=O)C(c1ccco1)N(C(=O)Cn1nnc(-c2ccc(F)cc2)n1)c1ccccc1F (configuration not stated)	105	-1	76*	101	79*	0.76	19*	0	107
N#C/C(=N\Nc1ccccc1F)C(=N)N1CCCCC1	101	4	·	90	·	-0.17	-5	·	107
CC(=O)OC1(C(F)(F)F)Oc2ccccc2NC1=O (configuration not stated)	98	·	13	86	44*	-0.79	·	0	92
O=c1c2c3nc4ccccc4nc3n(CC3CCCO3)c2ncn1CCc1ccccc1 (configuration not stated)	93	·	7	104	5	1.1	·	-3	71
C=CCn1c(Cc2nc3ccccc3[nH]2)n[nH]c1=S	102	12	-9	95	-10	-0.82	-7	2	90
CC1(C)CC(=O)C2=C(C1)N(c1ccc(F)cc1)C(=O)NC2(C(F)(F)F)C(F)(F)F	·	-2	-3	·	1	-0.41	-6	-1	·
Cc1nc2nc[nH]n2c(=O)c1NC(=O)CCc1ccccc1	92	·	-2	75	4	-0.24	·	-4	94
CCN(CC)C(=O)C1CCCN(c2ccc([N+](=O)[O-])cc2/C=N/NC(=O)c2cccc(Br)c2)C1 (configuration not stated)	·	27	2	·	9	0.59	-1	-15	·
Cc1ccc(S(=O)(=O)N2CCCC(C(=O)NCc3ccccn3)C2)cc1 (configuration not stated)	102	3	4	98	-2	-0.44	-9	3	109
O=S(=O)(c1ccccc1C(F)(F)F)N1CCN(S(=O)(=O)c2ccccc2C(F)(F)F)CC1	90	8	-2	87	-2	0.27	-3	-2	87
O=C1CC(C(=O)Nc2ccc(C(=O)N3CCOCC3)cc2)C2(CCCCC2)O1 (configuration not stated)	104	-13	18	109	17	-1.7	-3	3	90

6 compounds picked at random from the list so far:
canonical_smiles	Lung fibro prol	S1P2 antag	PostGolgi yeast	HUVEC inhibit	PostGolgi ctrl	DAT uptake mod	S1P2 agonist	Ecoli WT expand	H69AR growth 86K
Cc1nc2nc[nH]n2c(=O)c1NC(=O)CCc1ccccc1	92	·	-2	75	4	-0.24	·	-4	94
O=S(=O)(c1ccccc1C(F)(F)F)N1CCN(S(=O)(=O)c2ccccc2C(F)(F)F)CC1	90	8	-2	87	-2	0.27	-3	-2	87
O=c1c2c3nc4ccccc4nc3n(CC3CCCO3)c2ncn1CCc1ccccc1 (configuration not stated)	93	·	7	104	5	1.1	·	-3	71
CC(=O)OC1(C(F)(F)F)Oc2ccccc2NC1=O (configuration not stated)	98	·	13	86	44*	-0.79	·	0	92
O=c1cc[nH]c2c(C(F)(F)F)cccc12	100	13	-4	98	-3	-0.13	-1	8	92
CC(C)(C)NC(=O)C(c1ccco1)N(C(=O)Cn1nnc(-c2ccc(F)cc2)n1)c1ccccc1F (configuration not stated)	105	-1	76*	101	79*	0.76	19*	0	107

(listing goes on)
canonical_smiles	Lung fibro prol	S1P2 antag	PostGolgi yeast	HUVEC inhibit	PostGolgi ctrl	DAT uptake mod	S1P2 agonist	Ecoli WT expand	H69AR growth 86K
Cc1ccc(-n2nnnc2-c2cnc(N3CCCC3)nc2C(F)(F)F)cc1	·	3	-1	·	27	1	-4	2	·
CC(=O)Nc1ccc(S(=O)(=O)N2CCN(Cc3ccncc3)CC2)cc1	97	4	4	91	-4	1.2	-3	2	89
CCOC(=O)CSc1nc(C)cc(=O)[nH]1	96	-3	2	94	3	0.51	-11	-4	89
O=C1NC2(CCOc3ccccc32)C(=O)N1CC(=O)N(Cc1ccccc1)C1CCS(=O)(=O)C1 (configuration not stated)	106	-3	9	96	27	-0.96	-9	-2	92
CCOC(=O)CN(C(=O)CSc1nnc2c(n1)[nH]c1ccccc12)c1ccccc1	98	17	3	86	-6	0.76	-4	-4	91
Cc1ccccc1-n1ncc2c(SCC(=O)N3c4ccccc4CC3C)ncnc21 (configuration not stated)	·	-1	-9	·	0	2.1	-10	-11	·
FC(F)(F)c1cc(-c2ccco2)nc(N2CCN(Cc3ccccc3)CC2)n1	·	13	-2	·	15	0.19	0	1	·
CCC(=O)Nc1nc2nc(C)cc(=O)n2[nH]1	·	9	1	·	2	·	-4	-5	·
O=C(CSCc1ccccc1)N1CCN(c2cccc(C(F)(F)F)c2)CC1	100	-20	-1	90	13	1.5	1	6	99
O=C(NCc1ccco1)C1CCCN(S(=O)(=O)c2ccccc2)C1 (configuration not stated)	102	20	-9	101	5	1.1	-3	1	97
COc1cc(C(=O)N/N=C\c2ccccc2)c([N+](=O)[O-])c(OC)c1OC	102	-19	·	90	·	-1.4	1	·	72
CCN(CC)C(=O)c1c(NC(=O)c2ccccc2)sc(C)c1C	98	-37	19	102	2	-1.1	-4	-6	90
